PI4K2A inh: PI4K2A (human) kinase inhibition. AID 1346378. purified PI4K2A, ADP-Glo luminescence, 1 h; stronger effect = lower value. hit rate 0.13% among 420,000. activity change, negative = inhibition, % at 76.9 µM. Q9BTU6; in the data active means activity change below about -50%; inconclusive means mostly about -30% to -49%;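 further: -100% = wells without enzyme as full effect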
Target sequence (Q9BTU6 whole entry, looked up): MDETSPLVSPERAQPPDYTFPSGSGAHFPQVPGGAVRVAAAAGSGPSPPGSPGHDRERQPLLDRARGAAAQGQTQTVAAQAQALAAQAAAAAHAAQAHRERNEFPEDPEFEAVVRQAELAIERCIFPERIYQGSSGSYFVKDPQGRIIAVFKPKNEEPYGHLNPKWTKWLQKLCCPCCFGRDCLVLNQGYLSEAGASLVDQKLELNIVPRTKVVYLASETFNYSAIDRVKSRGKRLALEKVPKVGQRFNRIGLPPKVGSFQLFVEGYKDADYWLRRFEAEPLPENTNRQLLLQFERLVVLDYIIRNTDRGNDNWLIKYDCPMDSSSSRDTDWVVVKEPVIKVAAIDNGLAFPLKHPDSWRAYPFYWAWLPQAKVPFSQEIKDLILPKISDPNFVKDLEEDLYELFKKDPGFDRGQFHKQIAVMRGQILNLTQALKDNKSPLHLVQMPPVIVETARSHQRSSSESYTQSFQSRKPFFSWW
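Compounds are screened against recombinant PI4K2A using PI as substrate and ATP, the latter dispensed at 300 microM. Reactions run one hour at ambient temperature before ADP-Glo detection; full inhibition defined by wells lacking enzyme.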
GLS inhibitor: blocks human kidney-isoform glutaminase activity; GLS enzymatic activity, qHTS titration; hit rate 0.21% among 410,000; Potency, µM (top dose mostly 45.5 µM), inactives show at the top dose activity change, negative = inhibition, most hits filed as inhibitors; O94925; further: potency means the concentration at half of the fitted maximal effect; on the % scale 0 is the no-effect control and ±100 the full control effect
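Two-point fluorescence kinetic (t0, 30 min RT) for hKGA; glutamate detected via glutamate oxidase–HRP–Amplex Red. Substrate: 1 mM L-glutamine solution; buffer 45 mM KH2PO4, pH 8.2.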
TrxR1 substrate: is turned over as a substrate by rat TrxR1; O89049; purified TrxR1 substrate turnover, NADPH consumption readout; Potency, µM (series often up to 114 µM), without a hit: at the top dose activity change, negative = substrate turnover; hit rate 0.01% among 390,000; AID 588456; further: potency means the concentration at half of the fitted maximal effect; on the % scale 0 is the no-effect control and ±100 the full control effect; nearly all actives have a fitted effect of over 50% in size
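Rat TrxR1, dispensed at 90 nM, was prereduced with 400 uM NADPH (final) for 5 min at ~22 deg C, then incubated with compound 15 min before 400 uM selenite. A first-read NADPH fluorescence drop versus no-compound background flagged substrates.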
IDH1 R132H inh: human IDH1 R132H inhibition; Potency, µM (highest dose often 76.6 µM), inactives show at the highest dose activity change, negative = inhibition, usual class: inhibitors; IDH1-R132H enzyme, NADPH consumption, diaphorase/resazurin fluorescence; O75874; hit rate 0.093% among 390,000; further: potency means the concentration at half of the fitted maximal effect; on the % scale 0 is the no-effect control and ±100 the full control effect; nearly all actives have a fitted effect of over 65% in size
Target sequence (O75874 whole entry R132H, stated change not applied): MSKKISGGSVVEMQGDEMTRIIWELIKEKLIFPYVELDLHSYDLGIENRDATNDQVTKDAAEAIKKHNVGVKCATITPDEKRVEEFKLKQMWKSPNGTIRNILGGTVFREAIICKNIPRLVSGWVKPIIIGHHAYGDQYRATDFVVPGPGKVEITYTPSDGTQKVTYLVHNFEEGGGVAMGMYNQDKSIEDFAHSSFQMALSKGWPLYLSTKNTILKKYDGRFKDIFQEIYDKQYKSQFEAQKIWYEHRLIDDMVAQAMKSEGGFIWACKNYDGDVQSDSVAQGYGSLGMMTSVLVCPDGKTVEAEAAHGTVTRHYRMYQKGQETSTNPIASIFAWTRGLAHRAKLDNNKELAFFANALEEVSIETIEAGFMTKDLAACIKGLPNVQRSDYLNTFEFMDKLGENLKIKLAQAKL
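IDH1-R132H (0.5 ug/mL) preincubated 30 min with compound, then NADPH (0.016 mM) and alpha-KG (2 mM) added; 80 min at RT, pH 7.5. Remaining NADPH coupled via diaphorase/resazurin to fluorescence (540/590 nm); concentration-response curves normalized to no-enzyme control.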
HP1b chromo inh: blocks HP1-beta chromodomain binding to methylated histone tails | AlphaScreen HP1-beta / biotin-H3K9me3 peptide binding | Potency, µM (doses to about 114 µM), for the others: at the top dose activity change, negative = inhibition, actives largely listed as inhibitors | hit rate 0.56% among 390,000 | P83916; further: potency means the concentration at half of the fitted maximal effect; nearly all actives have a fitted effect of over 70% in size; inactives centre near 23
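AlphaScreen: HP1-beta (50 nM) preformed 30 min with biotin-H3(1-18)K9me3 peptide (50 nM) in PBS pH 7.4, 0.01% Tween-20. Compound added for 30 min at RT, then streptavidin donor/nickel chelate acceptor beads (10 ug/mL) for 30 min.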
Pin1 inhibitor: human Pin1 inhibition | Pin1 FP peptide displacement, HiFluor488, 10 min | hit rate 0.009% among 390,000 | Potency, µM (highest dose often 115 µM), for inactives: top-dose activity, negative = inhibition, hits mostly inhibitors | Q13526; active means well fitted inhibition curve with a large enough effect in the polarisation, with a control signal flat, not every such curve was filed as active; inconclusive means small, poorly fitted or top-dose-only effect, or effect the other way, or a change in a side signal; inactive means no such curve, though single readings can be large or run the other way; the % refers to the polarisation; further: potency means the concentration at half of the fitted maximal effect; on the % scale 0 is the no-effect control and ±100 the full control effect
Target sequence (Q13526 whole entry, looked up): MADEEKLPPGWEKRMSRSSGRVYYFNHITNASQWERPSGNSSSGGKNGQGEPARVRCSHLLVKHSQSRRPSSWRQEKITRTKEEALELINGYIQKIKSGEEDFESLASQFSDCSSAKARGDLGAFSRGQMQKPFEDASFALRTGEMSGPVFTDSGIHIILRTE
USP1-UAF1 inh: inhibitors of human USP1/UAF1 deubiquitinase; AID 743255; recombinant USP1/UAF1, Ub-Rhodamine cleavage fluorescence; O94782; hit rate 0.23% among 390,000; Potency, µM (series often up to 57.1 µM), inactives show at the top dose activity change, negative = inhibition, usual class: inhibitors; further: potency means the concentration at half of the fitted maximal effect; on the % scale 0 is the no-effect control and ±100 the full control effect; nearly all actives have a fitted effect of over 60% in size; inactives centre near -12
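USP1/UAF1 complex (1 nM) preincubated 15 min at room temperature with compound, then Ub-Rho substrate (150 nM final) added. Kinetic fluorescence at 480/540 nm over 6 reads at 60 s intervals; 50 mM HEPES pH 7.8, 0.5 mM EDTA, 0.1 mg/ml BSA, 1 mM TCEP, 0.01% Tween-20.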
Tb PGK inh: blocks T. brucei phosphoglycerate kinase. PGK/GAPDH coupled, Kinase-Glo luminescence, 60 min. Potency, µM (highest dose often 57.5 µM), for inactives: at the top dose activity change, negative = inhibition, actives largely listed as inhibitors. hit rate 0.043% among 380,000; further: potency means the concentration at half of the fitted maximal effect; on the % scale 0 is the no-effect control and ±100 the full control effect; nearly all actives have a fitted effect of over 60% in size
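Luminescent ATP detection (Kinase-Glo Plus) follows a 60-minute room-temperature incubation, with wells lacking PGK as controls. Buffer: 100 mM TEA (pH 7.6), 5 mM MgCl2, 0.01% Tween-20. Coupling enzyme GAPDH (100 nM final) supplies unstable 1,3-BPG in-well.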
rTrxR1 inhibitor: inhibitors of rat thioredoxin reductase 1 | O89049 | recombinant rTrxR1, NADPH fluorescence consumption, selenite substrate | Potency, µM (series often up to 114 µM), without a hit: at the highest dose activity change, negative = inhibition, actives largely listed as inhibitors | hit rate 1% among 390,000 | AID 588453; further: potency means the concentration at half of the fitted maximal effect; on the % scale 0 is the no-effect control and ±100 the full control effect; nearly all actives have a fitted effect of over 65% in size
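Rat TrxR1 (90 nM in the dispensed reagent) was pre-reduced with 400 uM NADPH for 5 min at room temperature, then incubated with compound for 15 min. After 400 uM selenite was added, NADPH fluorescence (Ex 340/Em 450 nm) was followed for 8 min.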
Numbers without * were called inactive; i = inactive; ? = inconclusive; / = no result given; [ ] = dose if it differs, or a comment. Unless noted, the call rests on the fitted dose curve; in most records, active means well fitted curve in the direction sought with a large enough effect; inconclusive means small, poorly fitted or top-dose-only effect, or another doubt; inactive means no such curve, though single readings can be large; an effect the other way counts as inactive or inconclusive.

SMILES	PI4K2A inh	GLS inhibitor	TrxR1 substrate	IDH1 R132H inh	HP1b chromo inh	Pin1 inhibitor	USP1-UAF1 inh	Tb PGK inh	rTrxR1 inhibitor
Cc1cc(S(=O)(=O)N2CCN(Cc3ccccc3)CC2)c(C)s1	-1	-7%	6%[57.1 µM]	-6%	82%[activator]	-1%	-16%	10%	9%[57.1 µM]
COCC(C)n1c(C)cc(C(=O)COC(=O)/C=C/c2cccc(F)c2)c1C (centres undefined)	-1	-7%	11%[57.1 µM]	5%	-28%	0%	-13%	5%	20%[57.1 µM]
CN1CCN(c2ccc(Cl)cc2NC(=O)c2nn(-c3ccccc3)c(=O)c3ccccc23)CC1	3	1%	-3%	1%	9%	1%	0%	-1%	3%
O=C(COc1ccccc1)Nc1ccc(S(=O)(=O)Nc2ncccn2)cc1	-6	-1%	-5%[57.1 µM]	-10%	36%	0%	-8%	1%	-6%[57.1 µM]
Cc1ccc(NC(=O)C2CC(=O)Nc3nncn32)cc1 (centres undefined)	-5	1%	-7%	-9%	28%	-1%	-7%	-4%	-5%
CCC(C)C(NC(=O)C1CCC(=O)N1C(=O)OCc1ccccc1)C(=O)NC(C(=O)N1CCCC1C(N)=O)C(C)CC (centres undefined)	-1	-2%	7%	3%	29%	-2%	-9%	i	23%
NC(=O)Nc1ccc(C(=O)OCC(=O)N(Cc2ccccc2)C2CCS(=O)(=O)C2)cc1 (centres undefined)	-5	0%	4%[57.1 µM]	1%	13%	-4%	-15%	-5%	10%[57.1 µM]
CN(C)CCCCCN(C)Cc1cc2ccccc2o1	4	-1%	4%[57.1 µM]	4%	17%	-2%	-9%	-4%	25%[57.1 µM]
Cc1cccc(CN2C(=O)c3ccccc3Sc3ccc(C(=O)N4CCCC4)cc32)c1	-8	0%	-4%[57.1 µM]	29%	19%	2%	-23%	-2%	10%[57.1 µM]
COc1ccccc1NC(=O)CSc1nnc(C2CCCCC2)o1	-1	-1%	0%	21%	43%[activator]	1%	-19%	-3%	15%
Cc1ccc(C(C)NC(=O)C2CCCC2)c(C)c1 (centres undefined)	0	0%	-1%	-7%	47%[activator]	-3%	-9%	i	24%
COC(=O)c1ccc(-c2cc3onc(-c4ccccc4)c3c(=O)n2C)cc1	-3	0%	55%[activator]	-5%	54%[activator]	-2%	-20%	-3%	91%[activator]
Oc1c(C(c2ccc(Br)cc2)N2CCOCC2)sc2nc(-c3ccco3)nn12 (centres undefined)	36	9%	7%[57.1 µM]	-7%	3%	5%	-1%	-6%	16%[57.1 µM]
CCOc1ncccc1C(=O)Nc1nnc(C(CC)CC)s1	12	?	4%	2%	44%[activator]	-9%	-23%	-3%	24%
Cc1ccc(C(=O)O)cc1N=Cc1cc(Br)cc(Br)c1O	-19	?	4%	-13%	1%	38%[activator]	-26%	-14%	-18%
COc1cc(C(=O)N2CCC(C(=O)Nc3cccc(C(C)=O)c3)CC2)cc(OC)c1OC	1	1%	2%	2%	47%[activator]	1%	-15%	i	8%
CN(C)c1cccc(C(=O)NNC(=O)NC2CCCCC2)c1	0	28%	-2%	4%	22%	-1%	-13%	-12%	-9%
Cc1ccc(Nc2nnc(SCC(=O)NC(Cc3c[nH]c4ccccc34)C(=O)O)s2)cc1 (centres undefined)	-4	7%	-8%	3%	1%	5%	-5%	1%	-22%[57.1 µM]
COc1cccc(CNC(=O)C2CCCN(c3nnc(-n4c(C)ccc4C)s3)C2)c1OC (centres undefined)	-5	-3%	-3%	-15%	5%	7%	-9%	-2%	?
Cc1cc(C)c(N(CC(=O)NCc2ccccc2)C(=O)c2csnn2)c(C)c1	-3	-7%	0%	5%	15%	0%	-3%	0%	17%
Cc1ccccc1NC(=O)CSc1n[nH]c(-c2ccco2)n1	2	-16%	-7%	0%	25%	-10%	-18%	-3%	-7%
O=C(NCCCn1ccnc1)NC(C(F)(F)F)C(F)(F)F	0	-1%	1%	2%	8%	-5%	0%	-6%	20%
Cn1c(SCC(=O)NC(C)(C)C)nnc1-c1cnccn1	1	4%	-1%	1%	28%	7%	0%	1%	10%
C/C(=N/O)c1no[n+]([O-])c1/C(C)=N\O	-2	5%	4%[57.1 µM]	-1%	24%	-7%	-5%	i	-59%
CCC(=O)N1CCc2cc(S(=O)(=O)N(C)c3ccc(OC)cc3OC)ccc21	5	-5%	3%	5%	17%	3%	-5%	-2%	12%

Carrying on:
SMILES	PI4K2A inh	GLS inhibitor	TrxR1 substrate	IDH1 R132H inh	HP1b chromo inh	Pin1 inhibitor	USP1-UAF1 inh	Tb PGK inh	rTrxR1 inhibitor
O=C(N/N=C/c1ccc(COc2ccc(Br)cc2)o1)c1ccc2c(c1)OCO2	-3	2%	3%	0%	28%	29%	-20%	i	6%
CSc1nc2nc(-c3ccc(F)cc3)c(CCN3CCN(C)CC3)cn2n1	-4	9%	-7%	1%	19%	-4%	-8%	-2%	-6%
O=C(NCCN1CCOCC1)c1ccc2ccccc2c1	1	-1%	-3%	7%	29%	4%	-14%	-4%	2%
Cc1cc(=O)n2nc(N3CCC(C(=O)Nc4ccc(Br)c(C)c4)CC3)sc2n1	2	-10%	-5%	0%	37%	-2%	?	-8%	1%
CSc1ccccc1NC(=O)CN(C)CC(=O)NCc1ccccc1	1	-2%	2%[57.1 µM]	4%	41%[activator]	5%	-9%	i	23%[57.1 µM]
COC(=O)c1c(NC(=O)c2ccco2)sc2c1CCN(C(C)=O)C2	-5	0%	-4%	0%	18%	-1%	-9%	7%	-8%
COc1cccc(-c2nc(CS(=O)(=O)CC(=O)NCc3cccc(Cl)c3)c(C)o2)c1	-3	-3%	3%	-18%	16%	1%	-14%	0%	1%
Cc1ccc(N2CN(Cc3cccnc3)CNC2=S)cc1	0	5%	-10%	5%	29%	2%	-4%	1%	-19%
O=C(NC1CC1)C1CCN(C2CCN(C(=O)/C=C/c3cccs3)CC2)CC1	1	-4%	-6%	4%	35%	0%	-19%	-7%	-1%
CN(c1ccc(OCC(=O)NCc2cccnc2)cc1)S(=O)(=O)c1ccc(Cl)cc1	-9	0%	11%[57.1 µM]	14%	-19%	-4%	-1%	-5%	24%[57.1 µM]
CCOC(=O)C(NC(=O)CC)(Nc1sc2c(c1C(=O)OC)CCN(C)C2)C(F)(F)F (centres undefined)	-3	3%	5%	-4%	25%	-9%	-21%	i	-4%
O=C(NCCN1CCOCC1)c1cc(-c2ccc(Br)cc2)on1	-9	-2%	-6%	6%	19%	-7%	-13%	-8%	-7%
O=C(CSc1ccccc1)NN1C(=O)c2ccccc2C1=O	-1	-2%	5%[57.1 µM]	6%	15%	1%	-18%	-4%	15%[57.1 µM]
O=C(c1ccc(F)cc1)N1CCN(C2CCC(c3ccccc3)CC2)CC1 (centres undefined)	-2	1%	4%	12%	?	3%	-20%	/	31%
COc1ccc(C2C3=C(CC(C)(C)CC3=O)Nc3c2c(=O)[nH]c(=O)n3Cc2ccccc2)cc1 (centres undefined)	-1	4%	4%[57.1 µM]	3%	28%	-6%	-10%	-5%	8%[57.1 µM]
N#CCN(C(=O)COC(=O)C1CC2CCCC(C1)C2=O)c1ccccc1 (centres undefined)	2	-1%	-1%	8%	21%	-8%	-21%	-1%	7%
CCc1ccc(NC(=O)c2ccc(F)c(S(=O)(=O)N3CCc4ccccc4C3)c2)cc1	5	0%	-2%[57.1 µM]	-2%	-9%	9%	-15%	-1%	11%[57.1 µM]

3 entries from above, with bars between the fields.
molecule | PI4K2A inh | GLS inhibitor | TrxR1 substrate | IDH1 R132H inh | HP1b chromo inh | Pin1 inhibitor | USP1-UAF1 inh | Tb PGK inh | rTrxR1 inhibitor
O=C(c1ccc(F)cc1)N1CCN(C2CCC(c3ccccc3)CC2)CC1 (centres undefined) | -2 | 1% | 4% | 12% | ? | 3% | -20% | / | 31%
COc1ccc(C2C3=C(CC(C)(C)CC3=O)Nc3c2c(=O)[nH]c(=O)n3Cc2ccccc2)cc1 (centres undefined) | -1 | 4% | 4%[57.1 µM] | 3% | 28% | -6% | -10% | -5% | 8%[57.1 µM]
N#CCN(C(=O)COC(=O)C1CC2CCCC(C1)C2=O)c1ccccc1 (centres undefined) | 2 | -1% | -1% | 8% | 21% | -8% | -21% | -1% | 7%

Molecules from the list above with two or more sulfur atoms (2):
SMILES	PI4K2A inh	GLS inhibitor	TrxR1 substrate	IDH1 R132H inh	HP1b chromo inh	Pin1 inhibitor	USP1-UAF1 inh	Tb PGK inh	rTrxR1 inhibitor
Cc1cc(S(=O)(=O)N2CCN(Cc3ccccc3)CC2)c(C)s1	-1	-7%	6%[57.1 µM]	-6%	82%[activator]	-1%	-16%	10%	9%[57.1 µM]
Cc1ccc(Nc2nnc(SCC(=O)NC(Cc3c[nH]c4ccccc34)C(=O)O)s2)cc1 (centres undefined)	-4	7%	-8%	3%	1%	5%	-5%	1%	-22%[57.1 µM]

Results in PI4K2A inh (four entries from above):
smiles,PI4K2A inh
O=C(NC1CC1)C1CCN(C2CCN(C(=O)/C=C/c3cccs3)CC2)CC1,1
CN(c1ccc(OCC(=O)NCc2cccnc2)cc1)S(=O)(=O)c1ccc(Cl)cc1,-9
CCOC(=O)C(NC(=O)CC)(Nc1sc2c(c1C(=O)OC)CCN(C)C2)C(F)(F)F (centres undefined),-3
O=C(NCCN1CCOCC1)c1cc(-c2ccc(Br)cc2)on1,-9

Assay outcomes as filed in PubChem BioAssay.

These rows are one share of the data; rates above refer to the full screens.
